# N370S GC mod: N370S glucocerebrosidase modulation, Gaucher chaperone candidate | P04062 | N370S GC spleen homogenate, 4MU-glucoside fluorescence | Potency, µM (titrated, usually from 59.4 µM), inactives show top-dose activity change, negative = inhibition, usual class: inhibitors | 0.092% of 330,000 active | AID 2101;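 note: 0% = full enzyme activity and -100% = no enzyme basal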
# TDP1 block: TDP1 (human) enzyme inhibition; recombinant TDP1, AlphaScreen DNA substrate cleavage; Potency, µM (doses to about 130 µM), without a hit: top-dose activity change, negative = inhibition, usual class: inhibitors; 0.28% of 350,000 active; AID 485290; note: nearly all actives have a fitted effect of over 40% in size
# Target sequence (Q9NUW8 whole entry, looked up): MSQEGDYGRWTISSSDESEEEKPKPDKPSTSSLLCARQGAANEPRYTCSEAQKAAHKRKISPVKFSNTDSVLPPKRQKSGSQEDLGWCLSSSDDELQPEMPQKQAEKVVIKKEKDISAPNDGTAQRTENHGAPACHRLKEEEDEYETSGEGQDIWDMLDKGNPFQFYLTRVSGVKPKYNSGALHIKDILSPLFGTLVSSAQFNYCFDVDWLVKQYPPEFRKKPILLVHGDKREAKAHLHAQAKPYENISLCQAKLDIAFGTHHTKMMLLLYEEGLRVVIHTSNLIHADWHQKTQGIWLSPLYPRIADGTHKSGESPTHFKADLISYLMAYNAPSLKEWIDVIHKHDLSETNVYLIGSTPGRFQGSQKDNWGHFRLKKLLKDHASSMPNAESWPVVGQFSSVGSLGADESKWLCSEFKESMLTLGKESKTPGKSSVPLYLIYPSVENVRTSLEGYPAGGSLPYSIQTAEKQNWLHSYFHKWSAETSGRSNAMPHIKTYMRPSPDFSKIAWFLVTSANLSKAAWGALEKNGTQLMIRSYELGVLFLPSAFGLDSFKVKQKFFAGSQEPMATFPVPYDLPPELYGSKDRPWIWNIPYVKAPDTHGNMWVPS
#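 Recombinant human Tdp1 (E. coli-expressed, 1 nM final) preincubated with compounds 15 min at room temperature, then 5'-biotin/3'-phosphotyrosine-FITC DNA substrate (15 nM final) added for 5 min. AlphaScreen beads (10 ug/ml final) added 10 min; cleavage lowers signal.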
# FEN1 inhibitor: human FEN1 inhibition. P39748. 0.35% of 390,000 active. AID 588795. Recombinant FEN1 flap cleavage, fluorescence, 15 min. Potency, µM (highest dose often 114 µM), for inactives: at the top dose activity change, negative = inhibition, usual class: inhibitors; note: nearly all actives have a fitted effect of over 65% in size
# Target sequence (P39748 whole entry, looked up): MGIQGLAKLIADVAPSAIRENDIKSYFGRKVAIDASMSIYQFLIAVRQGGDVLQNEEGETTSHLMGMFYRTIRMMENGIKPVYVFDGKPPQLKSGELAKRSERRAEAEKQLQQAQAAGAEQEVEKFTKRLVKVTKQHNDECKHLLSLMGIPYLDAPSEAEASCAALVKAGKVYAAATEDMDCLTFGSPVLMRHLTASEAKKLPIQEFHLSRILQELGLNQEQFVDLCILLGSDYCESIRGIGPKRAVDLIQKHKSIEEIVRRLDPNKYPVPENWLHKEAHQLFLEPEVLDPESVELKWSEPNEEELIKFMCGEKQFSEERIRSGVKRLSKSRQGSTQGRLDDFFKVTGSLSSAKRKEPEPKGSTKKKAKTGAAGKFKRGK
#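 Potency values derive from four-parameter Hill fits of normalized qHTS data. The reaction used 10 nM FEN1 preincubated 15 min at room temperature with compound, then 50 nM DNA substrate, read at 0 and 15 min.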
# Starred values were filed as active, the others as inactive; ? = inconclusive; · = not tested or not shown; & = joins results of further samples; [ ] = dose if it differs, or a comment. Calls come from the whole dose curve; as a rule, active = well fitted curve in the direction sought with a large enough effect; inconclusive = small, poorly fitted or top-dose-only effect, or another doubt; inactive = no such curve, though single readings can be large; an effect the other way counts as inactive or inconclusive. Unless noted, % is set by controls: 0 for no effect and ±100 for the full control effect; potency is the fitted concentration of half-maximal effect.
SMILES | N370S GC mod | TDP1 block | FEN1 inhibitor
Cn1c(SCC(=O)N2c3ccccc3CCc3ccccc32)nnc1-c1cc2ccccc2cc1O | 0% | -1% | -13%
CN(C)S(=O)(=O)c1ccc(NC(=O)CN2CCCC2c2ccc3c(c2)OCCCO3)cc1 (stereo not given) | · | 1%[56.1 µM] | -6%
O=C(/C=C\Nc1ccccc1Br)c1ccc2c(c1)OCO2 | -4% | 8% | -13%
COc1cc(CN2CCCC(C(=O)Nc3ccccc3Oc3cccnc3)C2)ccc1F (stereo not given) | -2% | 6% | -7%
Cc1nc(SCC(=O)NCC2CCCO2)c2cc(-c3ccccc3)sc2n1 (stereo not given) | · | -1%[56.1 µM] | 2%
Cc1cccc(CN2CCC(C(=O)Nc3cccc(-c4cscn4)c3)CC2)n1 | -6% | 3% | -9%
COc1cc(/C=C2\SC(=S)N(CCC(=O)Nc3ccc(O)cc3)C2=O)cc(OC)c1OC | -11% | · | 15%
Cc1cc(C)c(NC(=O)c2ccccc2C(=O)c2ccccc2)c(C)c1 | -13% | 1% | -2%
O=c1c2cc([N+](=O)[O-])ccc2nc(CN2CCN(c3ccccn3)CC2)n1-c1ccccc1F | 2% | 8% | -4%
Cc1ccc2c(c1)C(=O)OC(C(=O)Nc1ncc(Cc3ccc(C(C)C)cc3)s1)C2 (stereo not given) | · | 7% | 0%
C/C(=N\Nc1nccnc1Cl)c1ccc(O)c(C)c1 | -11% | · | -4%
Cc1cc(NC(=O)C(C)SCC(=O)NCc2ccc(F)cc2)no1 (stereo not given) | · | 1%[56.1 µM] | 1%
COc1ccc2oc(=O)c(C(=O)Nc3ccccc3O)cc2c1 | -1% | 4% | 18%
Cc1ccc(NC(=O)C2CCN(c3nn4cc(-c5ccc(C)cc5)nc4s3)CC2)cc1 | · | 9% | -2%
O=S1(=O)C=C(SCCN2CCCC2)c2ccccc21 | -12% | 0% | 11%
N#Cc1ccc(/C=C2\CCCCn3c2nc2cc(C(=O)O)ccc2c3=O)cc1 | -5% | · | -1%
COc1cnc(-c2ccccn2)nc1Sc1ccccc1Cl | -7% | 10% | ?
CCN1CCN(Cc2ccc(NC(=O)c3ccc(C)c(/C=C/c4cnc(Nc5cc(N6CCNCC6)nc(C)n5)cn4)c3)cc2C(F)(F)F)CC1 | 6% | · | 13µM*
CCc1c(C)[nH]n(-c2nc(-c3cccc([N+](=O)[O-])c3)cs2)c1=O | -12% | 5% | -8%
C/C(=N\N1CCN(Cc2ccccc2Cl)CC1)c1ccc(F)cc1 | -27% | 5% | 7%
O=C(NCC(=O)N(c1ccccc1)C(C(=O)NCC1CCCO1)c1ccccc1)c1cccs1 (stereo not given) | 3% | 15% | -9%
Cc1nnc(NC(=O)c2ccc(S(=O)(=O)N3CC(C)OC(C)C3)cc2)o1 (stereo not given) | -2% | 6% | 4%
CCN(CC)CCN1C(=O)C(=O)/C(=C(/O)c2cnn(-c3ccccc3)c2C)C1c1ccc(C)o1 (stereo not given) | 3% | -1% | -5%
Cc1ccc(SC(CC(=O)c2ccc(C)cc2)C(=O)O)cc1 (stereo not given) | 24% | 1% | -2%
O=C(COc1ccccc1Cl)N(Cc1ccco1)C1CCS(=O)(=O)C1 (stereo not given) | -3% | 3% | 2%
O=C(c1ccccc1)c1ccc(C(=O)N2CCN(c3ccccc3)CC2)cc1 | 0% | 7% | 16%
CC(C)c1ccc(NC(=O)COC(=O)[C@@H]2CCCN2C(=O)c2cccs2)cc1 | · | 1% | -1%
Cc1cc(C(=O)Nc2ccc(N3CCCC3)c(Cl)c2)ccc1[N+](=O)[O-] | 9% | 11% | 6%
O=C(Nc1ccc(F)cc1)NC1CCN(Cc2nnnn2Cc2ccco2)CC1 | 5% | -5% | -2%
O=S(=O)(Nc1ccc2c(c1)OCO2)c1ccccc1 | 0% | 3% | 3%

# Next part.
SMILES | N370S GC mod | TDP1 block | FEN1 inhibitor
O=C(Cn1nc(C(=O)O)c2ccccc2c1=O)Nc1cc(S(=O)(=O)N2CCCCC2)ccc1Cl | · | 0% | 15%
CC(C)C(=O)Nc1c(-c2ccc(Cl)cc2)c(=O)c2ccccc2n1C | -3% | · | 10%
COc1ccc(CCn2c(=N)c(C(=O)NCc3ccco3)cc3c(=O)n4cccc(C)c4nc32)cc1 | -14% | 5% | -11%
CN(Cc1cc(Br)cc(Br)c1N)C1CCCCC1 | -8% | -9% | ·
O=C(O)c1ccc(N/N=C/c2ccc(C(F)(F)F)cc2)cc1 | -1% | 2% | -2%
COC(=O)c1ccc(NC(=O)COC(=O)c2cccc3c(=O)c(C)c(-c4ccccc4)oc23)cc1 | 3% | 5% | -7%
CCCCC(CC)C(=O)NCCCN1CCN(CCCNC(=O)C(CC)CCCC)CC1 (stereo not given) | -5% | 3% | 0%
Cc1ccc(CNC(=O)CCC(=O)N2CC(C)Sc3ccccc32)cc1 (stereo not given) | -14% | 3% | -16%&6%
COc1ccc(/C=C(/CC(=O)Nc2ccccc2)c2nc3ccccc3s2)cc1 | 7% | 3% | 6%
Cc1cc(C)c(S(=O)(=O)N(CC(=O)O)CC(=O)O)c(C)c1 | 0% | 5% | 5%
COc1ccc(-c2cc(C(=O)Nc3cccnc3)c3ccccc3n2)cc1OC | -1% | 1% | 8%
C=CCn1c(Br)nc2c1c(=O)[nH]c(=O)n2C | 2% | -1% | -1%
Cc1ccc(CNC(=O)c2ccc3c(c2)NC(=O)C(CS(=O)(=O)Cc2cccc(C)c2)N3)cc1 (stereo not given) | · | 2% | 1%
COc1cccc(-c2nc(S(=O)(=O)c3ccc(C)cc3)c(N3CCCCCC3)o2)c1 | · | 1% | -16%
CC(C)Oc1cccc(C(=O)C2CCCN(Cc3cnn(C(C)C)c3)C2)c1 (stereo not given) | -2% | -6% | 4%
O=C(COC(=O)c1cccc(OC(F)F)c1)NCC1CCCO1 (stereo not given) | · | 1% | -10%
O=C(OCc1nnc(-c2ccccc2)o1)c1cc(Cl)ccc1[N+](=O)[O-] | 8% | 8% | 1%
Cc1ccc(-n2c(Cc3cccn3C)nnc2SCC(=O)NCc2ccco2)cc1 | -4% | 8% | -1%
CCOC(=O)c1nnc(-c2ccccc2)[nH]c1=O | -4% | 3% | 19%
Cc1cc([N+](=O)[O-])c(C)cc1-c1ccc(/C=N/NC(=O)c2cccnc2)o1 | -20% | 5% | -8%
Oc1ccc(N=Nc2n[nH]c(-c3ccccc3)n2)cc1 | -5% | 7% | -14%
COc1ccc(CCNC(=O)CSc2nc(=O)n3cc(C)ccc3n2)cc1OC | 2% | · | -6%
O=C(Cc1ccc(-c2ccccc2)cc1)Nc1ccccc1 | -3% | 11% | -2%
COc1ccc(NC(=O)CN2CCN(c3nc(-c4ccc(F)cc4)cs3)CC2)c(OC)c1 | 0% | 0% | -14%
COc1cc(/C=N/n2cnnc2)ccc1OCc1ccc(C)cc1 | -11% | 9% | 4%
O=C(O)c1cc(=O)cc(C(=O)O)[nH]1 | 1%&3% | 11% | -1%
COCCNC(=O)C(c1ccc(OC)cc1)N(C(=O)Cn1nnc2ccccc21)c1cccnc1 (stereo not given) | 15% | 6% | -1%
Cc1c(Cl)cccc1NC(=O)COCc1cc(-c2ccc3c(c2)OCO3)on1 | · | 4% | 17%
Cn1ncc(Cl)c1C(=O)NC1CCCC1 | 0% | 3% | -5%
CN(C)c1cccc(C(=O)Nc2nc3ccc(S(=O)(=O)NC(C)(C)C)cc3s2)c1 | · | 5% | 2%

# A stretch of the results above, as a working copy:
SMILES | N370S GC mod | TDP1 block | FEN1 inhibitor
Cc1c(Cl)cccc1NC(=O)COCc1cc(-c2ccc3c(c2)OCO3)on1 | · | 4% | 17%
Cn1ncc(Cl)c1C(=O)NC1CCCC1 | 0% | 3% | -5%
CN(C)c1cccc(C(=O)Nc2nc3ccc(S(=O)(=O)NC(C)(C)C)cc3s2)c1 | · | 5% | 2%

# Exported as labelled records: 3 of the compounds above.
smiles: COc1ccc(-c2cc(C(=O)Nc3cccnc3)c3ccccc3n2)cc1OC
  N370S GC mod: -1%
  TDP1 block: 1%
  FEN1 inhibitor: 8%
smiles: C=CCn1c(Br)nc2c1c(=O)[nH]c(=O)n2C
  N370S GC mod: 2%
  TDP1 block: -1%
  FEN1 inhibitor: -1%
smiles: Cc1ccc(CNC(=O)c2ccc3c(c2)NC(=O)C(CS(=O)(=O)Cc2cccc(C)c2)N3)cc1 (stereo not given)
  N370S GC mod: ·
  TDP1 block: 2%
  FEN1 inhibitor: 1%

# More structures:
# Every second line gives: N370S GC mod, TDP1 block, FEN1 inhibitor
> CCOc1ccc(NC(=O)Cn2c(=O)n(CCCS(=O)(=O)C3CCCCC3)c(=O)c3ccccc32)cc1
  ·, 0%[12.3 µM], -17%
> CCOC(=O)CN(C(=O)c1snc(C(N)=O)c1N)C(C(=O)NCCC(C)C)c1ccc(F)cc1 (stereo not given)
  26%, ·, 10%
> CCN(CC)c1ccc(/C=N/NC(=O)c2c(Cl)c(C)nn2C)cc1
  -11%, 8%, 5%
> CCOc1ccc(C(=O)NCC(=O)N2CCN(c3ccccc3O)CC2)cc1
  0%, 4%, 4%
> CC1(C)CC(=O)C2=C(C1)OC1=C(C(=O)CC(C)(C)C1)C2c1ccc(O)c([N+](=O)[O-])c1
  4%, 2%, -5%
> O=C(O)CCC(=O)Nc1ccc(Br)cc1C(=O)c1ccc(Cl)cc1
  1%, 5%, -14%
> CCOc1ccc(/C=C/C(=O)OC(C)C(=O)NC2CCCCC2C)cc1OC (stereo not given)
  -2%, 5%, 1%
> CCN(CC(=O)NC1CC1)S(=O)(=O)c1ccccc1
  -20%, 4%, -6%
> CCOc1cc(/C=N/O)cc(Br)c1OCC(=O)NCc1ccccc1
  ?, 6%, -1%
> Nc1cc(Cl)ccc1C(=O)OCC(=O)N1CCCC1
  ?, 0%, 3%
> c1ccc(C2[C@H]3CN(CC4CCCCC4)[C@H](c4ccccc4)C34CC2(c2cccnc2)C4)cc1 (stereo not given in full)
  14µM*, 9%&6%, 8%
> O=C(NCc1ccccc1Cl)c1cnccn1
  1%, 5%, -1%
> C/C(=N\NC(=S)NCc1ccccc1)c1ccc(Cl)cc1
  -4%, 11%, -7%
> CCN(Cc1cnn(C)c1)C(=O)CC1C(=O)NCCN1Cc1cccc(OC)c1OC (stereo not given)
  3%, -1%, -1%
> CC(C)Cn1c(CN2CCN(c3ccccc3F)CC2)nc2c1c(=O)[nH]c(=O)n2C
  16%, 5%, 9%
> Cc1ccc(-c2onc(C)c2C)cc1S(=O)(=O)NCc1ccco1
  ·, 8%, -6%
> Cc1cccc(NC2=NCC(=O)N2Cc2ccccc2)c1
  1%, 5%, 10%
> Cc1cc(C)c(-c2c(O)c3cnn(-c4ccccc4)c3[nH]c2=O)c(C)c1
  6%, 8%, 8%
> Cc1cccc(C(=O)NC2CCN(C(=S)NCc3ccco3)CC2)c1
  -1%, 4%, 0%
> COCCNC(=O)C(c1ccc(C)cc1)N(Cc1ccccc1)C(=O)CCC(=O)Nc1ccccn1 (stereo not given)
  -5%, ·, -3%
> COC(=O)[C@H](COC(C)(C)C)NC(=O)O[C@@H]1Cc2cc(Br)ccc2O[C@H]1c1cccc(OC)c1
  15%, 4%, ·
> CCc1nc(SCc2ccc(OC)c(Br)c2)n[nH]1
  3%, ·, -14%
> CSc1ncccc1C(=O)NCCc1ccccc1F
  5%, ·, -15%
> CC(=O)Nc1ccc(NC(=O)c2ccc(C3SCC(=O)N3CCc3ccccc3)cc2)cc1 (stereo not given)
  -12%, 4%, 2%
> CCN(CC)CC(O)COCCC12CC3CC(CC(C3)C1)C2 (stereo not given)
  -3%, 2%, 12%
> COc1ccc(/C=C\C(=O)NCc2ccc3[nH]c(C)cc3c2)cc1OC
  -4%, 7%, -12%
> CC(C)Cc1nn2c(=O)cc(COC(=O)c3cccc(NS(C)(=O)=O)c3)nc2s1
  ·, 1%, -5%
> CCOC(=O)C1C(=O)NC(SCC(=O)Nc2nccs2)=C(C#N)C1c1ccccc1OCC (stereo not given)
  5%, 5%, -18%
> N=c1n(CCN2CCOCC2)c2ccccc2n1CC(=O)c1cccc([N+](=O)[O-])c1
  -13%, ·, 0%
> Cc1noc(C)c1S(=O)(=O)N1Cc2ccccc2CC1C(=O)N(C)C (stereo not given)
  0%, 2%, -13%

# (continued)
# Every second line gives: N370S GC mod, TDP1 block, FEN1 inhibitor
> CN(CC(=O)Nc1cccc(F)c1)C(=O)c1ccccc1OCCOc1ccccc1
  9%, -2%, -10%
> O=C(CCl)NC(Cc1ccccc1)c1ccccc1 (stereo not given)
  -1%, 2%, -1%
> COC(=O)CC1(C(=O)OC)Oc2ccc(Br)cc2C(=O)N1c1cc(Cl)c(Cl)cc1Cl (stereo not given)
  3%, 0%, -15%
> N#Cc1c(N)n(CCNC(=O)c2ccccc2)c2nc3ccccc3nc12
  ?, 0%, -19%
> Cc1nc(Cl)cc(N/N=C/c2ccc(O)cc2O)n1
  ?, ·, ?
> CCOC(=O)C1(Cc2cccc(OC)c2)CCN(Cc2ccccc2)CC1
  5%, ·, -20%
> CC(C)(C)c1ccc(C(=O)NCC(=O)N2CCCCCC2)cc1
  26%, -8%, -1%

# Bioassay records from PubChem.
